High-throughput results from PubChem BioAssay.
Rab7 wt GTP bind = modulators of GTP binding to dog Rab7 wildtype GTPase; GST-Rab7 beads, fluorescent GTP binding, flow cytometry; actives lie on both sides; untreated = 100%, excess cold GTP = 0%; GTP binding activity (percent of control), % at 10 µM; 0.055% of 190,000 active;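 active = fluorescent GTP binding to Rab7 beads changed by at least 20 points from the 100% baseline, either direction, mostly lower; inconclusive = compound itself probably fluorescent, or too few beads counted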;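 also: median green fluorescence of bound Bodipy-FL-GTP per Rab7 bead population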
Avidin bead fluor = avidin bead compound fluorescence profile; 0.38% of 220,000 active; fluorescence (KMESF) at 10 µM; Avidin beads, compound fluorescence 488/530 nm, flow cytometry; active compounds read high; in the data active = fluorescence above about 47; also: inactives centre near 10
Rac1 mut GTP = alters GTP binding to activated mutant human Rac1; 0.11% of 190,000 active; GST-Rac1 activated beads, fluorescent GTP binding, flow cytometry; actives lie on both sides; 100% means binding = to untreated wells; P63000; AID 764; percent activity (GTP binding), % at 10 µM;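 active = GTP binding at least 20 percentage points away from the 100% baseline, in either direction, so actives lie on both sides; inconclusive = Compound likely fluorescent itself, or too few beads counted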
Mcl1-Noxa inh = Mcl-1/Noxa interaction inhibition; TR-FRET Mcl-1/Noxa peptide binding, 2 h; inhibition, % at 21.7 µM; 1.5% of 220,000 active; AID 1022;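 active = compounds that cut the protein-peptide binding signal by more than 50% relative to plate controls in a single-dose test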;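 also: His-tagged Mcl-1 with rhodamine Noxa BH3 peptide and terbium anti-His antibody; 0% = Mcl-1 plus Noxa peptide wells and 100% = peptide-only wells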
Target sequence (Q07820 whole entry, looked up): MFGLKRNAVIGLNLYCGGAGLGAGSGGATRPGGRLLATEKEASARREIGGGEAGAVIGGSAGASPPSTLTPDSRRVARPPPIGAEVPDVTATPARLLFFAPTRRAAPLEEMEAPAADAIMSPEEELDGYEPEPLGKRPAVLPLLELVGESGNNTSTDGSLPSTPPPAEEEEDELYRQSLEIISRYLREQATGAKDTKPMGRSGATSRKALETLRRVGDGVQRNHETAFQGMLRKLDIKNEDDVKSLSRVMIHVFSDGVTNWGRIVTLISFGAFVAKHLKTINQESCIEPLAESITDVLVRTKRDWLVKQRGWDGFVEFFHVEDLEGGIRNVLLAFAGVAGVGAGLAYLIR
Rab2A wt mod = changes GTP binding to wildtype dog Rab2A, up or down | P61105 | GST-Rab2 wt beads, Bodipy-GTP binding, flow cytometry | GTP binding activity, % at 10 µM | 0.19% of 190,000 active | AID 760;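 active = GTP binding activity at least 20 points away from 100%, either lowered or raised; inconclusive = signal likely due to the compound's own green fluorescence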;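 also: 0% = beads with excess unlabeled GTP and 100% = no-compound control corrected for plate trend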
Rac1 wt modul = human Rac1 wildtype GTP binding, inhibitors and activators | 0.27% of 190,000 active | P63000 | GST-Rac1 beads, fluorescent GTP binding, flow cytometry; actives lie on both sides; 0 = cold GTP competed, 100 = untreated | GTP binding activity (% of control), % at 10 µM;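 active = GTP binding activity at least 20 points away from the 100% control level, either lower or higher; inconclusive = compound flagged as likely green fluorescent, judged across all proteins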
Cdc42 wt = human Cdc42 wildtype GTP binding change, either direction; percent activity (GTP binding), % at 10 µM; 0.2% of 190,000 active; P60953; GST-Cdc42 beads, Bodipy-GTP binding, flow cytometry; actives lie on both sides;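 active = percent activity GTP binding at least 20 points away from the 100% baseline, either down as inhibitor or up as activator; inconclusive = compound flagged as likely green fluorescent from well-wide comparison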;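 also: median bead fluorescence of bound Bodipy-FL-GTP at 100 nM; 0% = excess unlabeled GTP control and 100% = no compound control; below 100% means less GTP binding so inhibitor and above means activator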
Target sequence (P60953 whole entry, looked up): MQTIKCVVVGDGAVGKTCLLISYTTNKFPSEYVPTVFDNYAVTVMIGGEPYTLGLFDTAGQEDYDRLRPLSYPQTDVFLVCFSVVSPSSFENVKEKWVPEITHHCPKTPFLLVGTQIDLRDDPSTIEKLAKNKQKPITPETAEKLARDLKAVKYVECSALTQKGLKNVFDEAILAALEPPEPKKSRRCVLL
Mcl1 Bid PPI = disrupts binding of human Mcl-1 to Bid peptide. 0.97% of 220,000 active. Q07820. TR-FRET Mcl-1/Bid-Dy647 peptide binding, 1536-well. inhibition, % at 21.7 µM;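 active = compounds that cut the binding signal by more than half at the single screening dose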;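 also: His-tagged Mcl-1 with europium anti-His antibody binding Bid BH3 peptide; 0% = Mcl-1 plus peptide wells and 100% = peptide-only wells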
HRas wt GTP = human HRas wildtype GTP binding, change in either direction | GST-Ras wt beads, Bodipy-FL-GTP binding, flow cytometry; actives lie on both sides | GTP binding activity, % at 10 µM | 0.14% of 190,000 active | AID 759;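 active = GTP binding activity at least 20% away from the 100% baseline, either lowered as inhibitor or raised as activator; inconclusive = flagged as likely green fluorescent, judged across all proteins in the well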;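 also: 0% = unlabeled GTP competition control and 100% = no-compound control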
Target sequence (P01112 whole entry, looked up): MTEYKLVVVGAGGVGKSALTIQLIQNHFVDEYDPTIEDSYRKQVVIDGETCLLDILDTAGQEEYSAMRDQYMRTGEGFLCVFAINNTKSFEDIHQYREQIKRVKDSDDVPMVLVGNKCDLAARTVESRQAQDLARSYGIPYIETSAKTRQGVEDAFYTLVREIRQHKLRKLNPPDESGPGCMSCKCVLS
GSH fluor = compound fluoresces at 488/530 nm on GSH beads | 0.25% of 190,000 active | AID 1776 | GSH beads flow cytometry, compound fluorescence 488/530 nm; active compounds read high | fluorescence (KMESF) at 10 µM; in the data active = fluorescence above about 89;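 also: glutathione beads carrying GST-tagged Bcl family fusion proteins plus one bare bead set; values are compound well signal with DMSO vehicle wells as background; inactives centre near 16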
Pf gamet viab = kills late stage P. falciparum gametocytes; P. falciparum stage V gametocytes, ATP luminescence, 24 h; 0.065% of 150,000 active; inhibition, % at 10.9 µM;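 active = inhibition above the mean plus 3 SD of compounds within the control limits, set per campaign, cut at about 38% in these data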;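 also: 0% = DMSO wells and 100% = medium only without gametocytes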
Active calls of the source: *; ? = inconclusive; / = not tested or not shown.

cpd | molecule | Mcl1 Bid PPI | Rac1 wt modul | Avidin bead fluor | Cdc42 wt | Pf gamet viab | Mcl1-Noxa inh | Rab2A wt mod | GSH fluor | HRas wt GTP | Rac1 mut GTP | Rab7 wt GTP bind
1 | CCn1c(-c2cc(-c3cc(OC)ccc3OC)nc3ccccc23)n[nH]c1=S | 43 | 97 | 5 | 98 | / | 29 | 98 | 34 | 100 | 95 | 101
2 | Cc1nnc(NCc2ccncc2)c2ccccc12 | -52 | 102 | 7 | 97 | 7 | 3 | 96 | 50 | 98 | 93 | 99
3 | C/C(=N/NC(=O)c1ccc(Cl)s1)c1ccc(NC(=O)COc2ccc(Cl)cc2)cc1 | 55* | 98 | 7 | 99 | / | -69 | 98 | 36 | 97 | 97 | 97
4 | Cc1ccc(-c2nn(CC(=O)NCc3ccccn3)c(=O)c3ccccc23)cc1S(=O)(=O)N(C)C | -6 | 96 | 41 | 91 | 4 | 2 | 90 | 12 | 93 | 93 | 98
5 | O=C(O)CCCNc1ccc(S(=O)(=O)N2CCCCC2)cc1 | -2 | 101 | 11 | 96 | 3 | -9 | 97 | 10 | 98 | 97 | 102
6 | NS(=O)(=O)c1ccc(CCNC(=O)C(=O)c2c[nH]c3ccccc23)cc1 | 99* | 104 | 13 | 102 | -24 | 7 | 101 | 4 | 101 | 99 | 98
7 | O=C(CCNS(=O)(=O)c1cccc2nonc12)NC1CCCCCC1 | -9 | 97 | 17 | 97 | 10 | 5 | 96 | 74 | 96 | 96 | 95
8 | Cc1cc(NC(=O)CSc2nnc(C(C)N(C)C)n2-c2ccc(F)cc2)no1 (centres undefined) | -14 | 99 | 10 | 99 | / | 16 | 100 | 23 | 98 | 95 | 99
9 | C=C(C)CNC(=S)N=Nc1c(O)[nH]c2ccc([N+](=O)[O-])cc12 | 17 | 95 | 11 | 88 | -11 | 65* | 86 | 8 | 91 | 94 | 99
10 | CNc1ncc(C(=O)c2ccc(Cl)c(Cl)c2)s1 | -20 | 104 | 23 | 102 | -11 | -16 | 101 | 54 | 104 | 100 | 104
11 | Cn1c(-[n+]2c(-c3ccccc3)cc(-c3ccccc3)cc2-c2ccccc2)nc2cc([N+](=O)[O-])ccc21 | -22 | 103 | 22 | 100 | -10 | 64* | 99 | 14 | 98 | 100 | 101
12 | Cc1ccc(-c2nn(-c3ccccc3)cc2CO)o1 | -28 | 101 | 13 | 97 | / | 16 | 100 | 12 | 101 | 97 | 101
13 | O=C(NN1C(=O)C2C(C1=O)C1C=CC2C12CC2)c1ccccc1 (centres undefined) | -16 | 97 | 10 | 96 | 4 | 5 | 100 | 24 | 96 | 98 | 96
14 | COc1cc(OC)c(C2C(C#N)=C(N)OC3=C2C(=O)CC(C)(C)C3)cc1OC (centres undefined) | -33 | 102 | 35 | 101 | -9 | -2 | 99 | 13 | 98 | 98 | 98
15 | Cc1cc(CN2CCOCC2)c(O)c(C2(C)CCCCC2)c1 | -13 | 96 | 18 | 93 | -10 | -7 | 96 | 25 | 94 | 94 | 102
16 | COC(=O)C1=C(C)N(c2ccc(OC)c(OC)c2)C(=O)/C1=C\c1ccco1 | 20 | 87 | 8 | 88 | -6 | 34 | 92 | 14 | 91 | 91 | 95
17 | O=c1c2c([nH]c3ccccc13)CCCCCC2 | 14 | 97 | 10 | 99 | -20 | 10 | 98 | 22 | 98 | 94 | 97
18 | COc1ccc(NC(=O)N2CCN(c3cccc(C(F)(F)F)c3)CC2)cc1OC | -17 | 102 | 36 | 100 | / | 9 | 99 | 17 | 100 | 99 | 101
19 | CCc1sc(NC(=O)C(C)C)nc1-c1ccccc1 | -7 | 98 | 10 | 92 | / | -11 | 94 | 18 | 99 | 91 | 101
20 | Cc1ccc(NC(=O)NNC(=O)C2CC(c3cccnc3)=NO2)cc1 (centres undefined) | -33 | 103 | 11 | 105 | -6 | -1 | 103 | 17 | 105 | 100 | 104
21 | Cc1ccc(C(=O)c2c(NC(=O)c3ccccc3)sc(C)c2C)cc1 | -29 | 107 | 18 | 101 | -1 | -8 | 105 | 53 | 101 | 102 | 105
22 | CCC(C)NC(=O)CSc1ccc(NC(C)=O)cc1 (centres undefined) | -12 | 94 | 17 | 95 | / | 2 | 97 | 12 | 96 | 94 | 94
23 | Brc1ccc(C2=Nc3ccccc3C(c3ccncc3)=NN2)cc1 | 12 | 101 | 11 | 97 | / | 6 | 97 | 9 | 97 | 96 | 99
24 | CCOC(=O)C(C)Sc1nc(=O)n2cccc(C)c2n1 (centres undefined) | -16 | 98 | 9 | 96 | / | 10 | 96 | 16 | 94 | 96 | 96
25 | C=CCC(O)c1c(-c2ccccc2)nn(C)c1Cl (centres undefined) | 11 | 99 | 7 | 100 | 6 | -3 | 98 | 10 | 95 | 95 | 95
26 | CCOC(=O)c1oc2c(CN3CCN(CCO)CC3)c(O)c(CC)cc2c(=O)c1-c1nc2ccccc2s1 | -58 | 101 | 6 | 100 | -14 | -5 | 99 | 13 | 100 | 95 | 112
27 | O=[N+]([O-])c1cc(Cl)ccc1N1CCN(c2ccccc2O)CC1 | -33 | 101 | 5 | 100 | -19 | 6 | 101 | 10 | 101 | 95 | 101
28 | O=C(CS(=O)(=O)c1cccc(Cl)c1)Nc1ccccc1Cl | -1 | 107 | 12 | 104 | / | 25 | 101 | 13 | 101 | 101 | 104
29 | COc1ccc(-n2cnnc2SCC(=O)N(C)C2CCS(=O)(=O)C2)cc1 (centres undefined) | -28 | 108 | 11 | 103 | -2 | -3 | 101 | 29 | 102 | 101 | 103
30 | COc1cc2cc(C#N)c(SCC(=O)N3CCOCC3)nc2cc1OC | -15 | 100 | 7 | 97 | / | 20 | 98 | 17 | 99 | 97 | 99
31 | CC(=O)c1ccc(NC(=O)C2CCCN(S(=O)(=O)c3c(C)[nH]c(=O)[nH]c3=O)C2)cc1 (centres undefined) | 4 | 96 | 13 | 96 | 7 | 6 | 96 | 16 | 93 | 97 | 99
32 | COCc1cc(/C=N\NC(=O)Cc2ccc(OC)cc2)ccc1OC | -21 | 104 | 1 | 96 | 1 | 1 | 96 | 10 | 98 | 99 | 99
33 | CCOC(=O)C1CCCN(S(=O)(=O)c2ccc(Br)s2)C1 (centres undefined) | -6 | 103 | 16 | 97 | / | 1 | 99 | 33 | 99 | 99 | 103
34 | CCOC(=O)c1ccc(Nc2ncnc3ccccc23)cc1 | 20 | 96 | 19 | 100 | 1 | 24 | 95 | 8 | 95 | 97 | 94
35 | COC(=O)c1ccccc1NC(=O)CSc1n[nH]c(-c2cccnc2)n1 | -17 | 96 | 21 | 88 | -1 | 0 | 92 | 12 | 93 | 93 | 94
36 | CCOC(=O)CC1C(=O)NCCN1C(=O)NC1CCCCC1 (centres undefined) | 2 | 111 | 10 | 104 | / | 1 | 106 | 11 | 102 | 102 | 105
37 | CCCCN1C2=NCCCN2c2cc(C)c(C)cc21 | -27 | ? | 28 | ? | -12 | 5 | ? | 14 | ? | ? | ?
38 | Cc1ccc(C)c(-n2cc(-c3ccc(Cl)cc3)nc2SCC(=O)NC2CCS(=O)(=O)C2)c1 (centres undefined) | -13 | 103 | 15 | 104 | 18 | 8 | 104 | 13 | 102 | 98 | 102
39 | Cc1noc(C)c1COC(=O)c1ccc2c(c1)OCO2 | -19 | 99 | 11 | 100 | / | 5 | 97 | 26 | 99 | 96 | 96
40 | O=C(CCN1C(=O)c2ccccc2C1=O)Nc1ccc(F)cc1F | -2 | 100 | 6 | 99 | -32 | 13 | 98 | 38 | 99 | 97 | 98
41 | COc1ccc(CCNC(=O)c2ccc(-c3cccc([N+](=O)[O-])c3)o2)cc1OC | -1 | 91 | 7 | 90 | / | -2 | 90 | 18 | 94 | 91 | 99
42 | COC(=O)c1scc(C)c1-n1ccc(C(=O)C(=O)N(C)C)c1 | -31 | 97 | 9 | 93 | -20 | 8 | 95 | 17 | 97 | 96 | 103
43 | CCCC(c1nnnn1Cc1ccc(F)cc1)N1CCN(C2CCCCC2)CC1 (centres undefined) | 33 | 97 | 7 | 98 | -13 | 36 | 94 | 6 | 96 | 98 | 90
44 | CC(C)CCNC(=O)COc1ccc(N(C)S(=O)(=O)c2ccc(F)cc2)cc1 | -3 | 97 | 7 | 96 | / | -10 | 94 | 15 | 95 | 98 | 93
45 | COc1ccc(/C(C)=N/OC/C(O)=C(\C#N)c2nc3ccccc3[nH]2)cc1 | -37 | 95 | 6 | 92 | -24 | -7 | 93 | 11 | 92 | 94 | 94
46 | CS(=O)(=O)Nc1nnc(SCC(=O)N(c2ccccc2)c2ccccc2)s1 | -29 | 103 | 7 | 104 | -12 | 6 | 98 | 14 | 102 | 100 | 100
47 | Cc1cccc(OCCSc2cc(C)nc(N)n2)c1 | -3 | 104 | 23 | 99 | / | 7 | 98 | 15 | 99 | 99 | 96
48 | C/C=C(\C)C(=O)NCCN1C2=NC[C@H](C(C)C)N2C[C@@H]1Cc1ccc(OC)cc1 | -56 | 99 | 5 | 95 | / | -101 | 99 | 20 | 97 | 98 | 104
49 | CC(C)CCN1CCN(C2CCN(c3ccccc3)CC2)CC1CCO (centres undefined) | -26 | 96 | 11 | 98 | 8 | 14 | 95 | 15 | 98 | 95 | 97
50 | COC(=O)C1=C(C)N(CCCC(=O)O)C(=O)NC1c1cc2c(cc1[N+](=O)[O-])OCO2 (centres undefined) | -10 | 105 | 8 | 105 | / | 50 | 99 | 14 | 101 | 98 | 98
51 | CC(C)c1nnc(NC(=O)CCCCCN2C(=O)C3C4C=CC(C4)C3C2=O)s1 (centres undefined) | -18 | 105 | 6 | 103 | / | 4 | 100 | 24 | 102 | 100 | 101
52 | CC1CCCN(S(=O)(=O)c2ccc(NC(=O)CN3CCN(C)CC3)cc2)C1 (centres undefined) | 28 | 104 | 7 | 102 | 1 | 28 | 102 | 39 | 102 | 98 | 100
53 | CCC(=O)Nc1ccc(OC)cc1OC | -31 | 100 | 5 | 97 | -18 | -20 | 96 | 7 | 95 | 97 | 96
54 | CN(C(=O)COC(=O)CNC(=O)C12CC3CC(CC(C3)C1)C2)C1CCS(=O)(=O)C1 (centres undefined) | -9 | 104 | 12 | 102 | 22 | -10 | 97 | 4 | 99 | 97 | 97
55 | O=C(Nc1ccc(NC(=O)c2cccs2)cn1)c1ccccc1 | -3 | 92 | 14 | 90 | / | 9 | 98 | 71 | 94 | 92 | 104
